# SR-BI uptake up: SR-BI HDL lipid transfer activation. CHO ldlA[mSR-BI] cells, DiI-HDL uptake fluorescence, 3 h; 100 = double the neutral-control signal. activation, % at 12.5 µM. hit rate 0.096% among 320,000. AID 504775;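 active = mean replicate activation of at least 60% and every replicate at or above 60%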;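 note: 0% = median plate neutral-control signal and 100% = twice that signal; values of inactives mirror those of a sister screen read the other way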
#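 Material – SR-BI-overexpressing, LDLR-lacking CHO cells · Medium – BSA-supplemented, HEPES-buffered Ham's F12, pH 7.4 · Doses – single concentration · Times – compound with DiI-HDL co-incubation, 3 h at 37 °C · Measured by – bottom-read fluorescence, 550/595 nm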
# Keap1-Nrf2 PPI: Keap1-Nrf2 (human) interaction inhibition. Keap1 Kelch-Nrf2 peptide fluorescence polarization, 1536-well. inhibition, % at 9.4 µM. hit rate 0.15% among 340,000. AID 504523; in the data active = inhibition above about 12%;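 note: human Keap1 Kelch domain with fluorescein labeled Nrf2 9mer peptide probe; 0% = neutral control wells and 100% = peptide positive control; higher means more block of Keap1 binding to Nrf2 peptide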
# Target sequence (Q14145 whole entry, looked up, the tested form may be a part): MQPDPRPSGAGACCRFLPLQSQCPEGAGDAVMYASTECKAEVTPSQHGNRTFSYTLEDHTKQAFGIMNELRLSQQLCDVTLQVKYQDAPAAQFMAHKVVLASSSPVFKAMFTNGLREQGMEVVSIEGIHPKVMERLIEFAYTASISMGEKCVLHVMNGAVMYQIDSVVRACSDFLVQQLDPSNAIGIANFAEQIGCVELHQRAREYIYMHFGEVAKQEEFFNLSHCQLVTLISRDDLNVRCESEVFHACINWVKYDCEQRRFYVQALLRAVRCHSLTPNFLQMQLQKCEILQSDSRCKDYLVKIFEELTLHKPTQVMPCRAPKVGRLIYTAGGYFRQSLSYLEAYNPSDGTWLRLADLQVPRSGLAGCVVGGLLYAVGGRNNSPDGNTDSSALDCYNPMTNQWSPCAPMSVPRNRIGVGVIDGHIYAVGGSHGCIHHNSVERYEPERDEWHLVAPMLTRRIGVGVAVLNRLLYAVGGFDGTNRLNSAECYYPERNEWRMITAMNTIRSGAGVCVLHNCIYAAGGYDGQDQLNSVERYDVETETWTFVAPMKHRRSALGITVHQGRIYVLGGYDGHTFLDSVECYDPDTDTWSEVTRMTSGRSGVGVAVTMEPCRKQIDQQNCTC
# CAL PDZ FP-1: human CAL PDZ-peptide interaction inhibition; Q9HD26; purified CAL PDZ, TMR-peptide fluorescence polarization, 1 h; inhibition, % at 20 µM; hit rate 0.02% among 330,000; AID 504414;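 active = highest replicate inhibition of at least 40%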;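 note: plate controls were DMSO neutral control wells for no effect and unlabeled competitor peptide control wells for full effect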
#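 Control set: unlabelled peptide and DMSO controls / Material: purified CerCALP PDZ construct / Timing: 1 h incubation at room temperature before polarization reading / Doses: 20 µM, one dose / Detection: fluorescence polarization (mP)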
# cardiac RTF act: increases calcium sensitivity of human cardiac regulated thin filaments | hit rate 0.24% among 340,000 | IANBD-labeled TnC RTF fluorescence at EC20 calcium; 0% EC20 calcium, 100% full calcium | activation, % at 7.2 µM | AID 493008;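 active = activation above the mean over all tested compounds plus 3 SD, cut at about 30% in these data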;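 note: rise in fluorescence read as greater calcium sensitivity of cardiac thin filaments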
# CAL PDZ FP-2: blocks peptide binding to the human CAL PDZ domain. Q9HD26. hit rate 0.92% among 300,000. inhibition, % at 24.9 µM. AID 602252. purified CAL PDZ, TMR-peptide fluorescence polarization, 1 h;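 active = mean inhibition of at least 30% with at least half of replicates also reaching 30%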;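 note: 0% = DMSO neutral control and 100% = excess unlabeled competitor peptide PRC23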
# RTF Ca sens inh: cardiac RTF calcium desensitization; IANBD-labeled cardiac RTF, Ca2+ fluorescence; inhibition, % at 7.15 µM; hit rate 0.12% among 340,000; AID 493244;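 active = inhibition above the mean inhibition of all tested compounds plus 3 SD, cut at about 17% in these data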;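 note: assay run at fixed EC70 calcium of 1.6 mM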
# DAGLB inhibitor: diacylglycerol lipase beta (human) inhibition; HEK293T DAGLB membrane lysate, EnzChek fluorogenic substrate; inhibition, % at 5.17 µM; hit rate 0.059% among 340,000; AID 504411; in the data active = inhibition above about 34%;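 note: 0% = enzyme with vehicle and 100% = wells lacking enzyme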
# Rtt109 HAT inh: blocks Candida albicans Rtt109/Vps75 acetyltransferase activity. purified Rtt109/Vps75, ThioGlo CoA-SH fluorescence, 4 h. inhibition, % at 34.9 µM. hit rate 0.16% among 330,000. AID 540336;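 active = inhibition of at least 50% in every replicate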
# PKA-R2B activ: activates the human PKA-R2B holoenzyme complex. P22694+P31323. PKA-R2B holoenzyme dissociation, Cy5-IP20 fluorescence polarization; R2B truncated from residue 108, S112A mutant; 0% DMSO only, 100% 113 µM cGMP. activation, % at 11.4 µM. hit rate 0.079% among 340,000. AID 504700;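 active = activation above a cutoff set at the mean over all compounds plus 3 SD, cut at about 18% in these data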;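 note: higher means more holoenzyme dissociation and a rise in polarization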
# Target sequence (P31323 whole entry, looked up, other chains not shown, the tested form may be a part): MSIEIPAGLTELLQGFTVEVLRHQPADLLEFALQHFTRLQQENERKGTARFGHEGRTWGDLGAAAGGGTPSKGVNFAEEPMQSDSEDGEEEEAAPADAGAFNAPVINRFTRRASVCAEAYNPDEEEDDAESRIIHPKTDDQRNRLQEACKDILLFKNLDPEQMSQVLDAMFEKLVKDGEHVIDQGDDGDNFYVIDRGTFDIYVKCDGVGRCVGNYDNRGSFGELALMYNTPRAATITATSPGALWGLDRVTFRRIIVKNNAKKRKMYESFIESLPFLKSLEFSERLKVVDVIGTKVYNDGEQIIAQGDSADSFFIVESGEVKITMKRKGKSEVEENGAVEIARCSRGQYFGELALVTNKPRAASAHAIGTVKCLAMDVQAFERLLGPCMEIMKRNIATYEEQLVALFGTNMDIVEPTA
# C-LANA FP: blocks KSHV LANA C-terminal domain binding to DNA | MBP-C-LANA/FAM-LBS DNA binding, fluorescence polarization | inhibition, % at 9 µM | hit rate 0.078% among 340,000;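 active = highest replicate inhibition at or above 60% at 9 µM, even if other replicates fall short; inactive = all replicates below 60% inhibition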;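 note: 0% = neutral control wells and 100% = 4 µM acridine orange control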
# Starred values were filed as active, the others as inactive; · = not tested or not shown.
cpd	compound	SR-BI uptake up	Keap1-Nrf2 PPI	CAL PDZ FP-1	cardiac RTF act	CAL PDZ FP-2	RTF Ca sens inh	DAGLB inhibitor	Rtt109 HAT inh	PKA-R2B activ	C-LANA FP
1	CO/N=C\Cc1oc(=O)c(NC(=O)c2ccccc2)cc1C(=O)OC	-15	-1	-1.5	1	-1	-5	-1	-3	2	9.5
2	Cc1nn(-c2ccc(F)cc2)c(Cl)c1C(=O)NCC1CCCO1 (stereo unspecified)	24	-5	-0.2	-2	-7	-7	-2	12	-4	0.3
3	CCOc1ccc(C(O)Cc2nc3ccccc3n2C)cc1 (stereo unspecified)	7	-5	0.7	-1	-2	-8	-3	1	4	-0.5
4	CCCCC(=O)N(Cc1ccc(F)cc1)C1CCS(=O)(=O)C1 (stereo unspecified)	-9	-2	-0.5	-1	-5	-10	-2	-4	9	-0.7
5	Cc1cc(C)nc(SCC(=O)N2CCCCC2)n1	15	-3	·	-19	-3	2	-3	16	-12	-0.9
6	O=C(Cc1ccsc1)NCC(=O)Nc1ccc(F)c(F)c1	6	3	-1.1	5	-3	-5	-1	3	-22	1.3
7	COc1ccc(C(=O)NC(=O)COC(=O)CCS(=O)(=O)c2ccc(C)cc2)cc1	-1	0	-0.3	-7	·	-1	1	7	-8	0.5
8	O=C(CCCn1c(=S)[nH]c2ccsc2c1=O)Nc1ccc2c(c1)OCO2	-13	0	-0.9	-2	-3	-4	3	19	0	1.1
9	Cc1ccc(/C=N/n2c(C3CCCCC3)n[nH]c2=S)cc1	-23	-2	-0.9	-5	-5	3	-6	-1	-9	0.2
10	COc1ccc(-c2cc(C(F)(F)F)nc(SCC(=O)Nc3cc(C)on3)n2)cc1	-20	-5	0.3	-2	-2	0	-4	-2	3	1.3
11	O=C1[C@H]2CC3C=CC2(O3)[C@@H]2OCCCN12 (stereo partly specified)	-16	0	-0.1	1	1	-6	0	7	-6	1.2
12	CCCC(C)n1[nH]c(=O)c2c(C)cc(C)nc21 (stereo unspecified)	10	-2	0.2	5	1	-4	4	4	2	0.1
13	Cc1ccc(NC(=O)CN(C)C(=O)CCOc2cccc(C)c2)cc1	·	-4	-0.4	2	-3	1	-4	-1	3	-1.2
14	COc1ccc(CN2CCNC(=O)C2CC(=O)NC2CCCC2)cc1OC (stereo unspecified)	6	-6	0.8	0	-3	11	-1	5	5	1.5
15	O=C(CCCn1c(=S)[nH]c2ccccc2c1=O)N1CCCCC1	-16	4	0.3	-5	-2	-4	3	5	-9	2.1
16	Cc1ccc2c(C)c(C(=O)N3CCN(c4ccncc4)CC3)oc2c1C	-6	-4	-2.8	1	-2	-4	-1	39	-4	-2.0
17	O=C(O)CN1C(=O)Nc2ccc(Br)cc2C1c1ccccc1 (stereo unspecified)	13	2	-1.9	1	-4	4	0	-2	-1	1.6
18	COCC(=O)N[C@@H]1c2ccccc2CC[C@@H]1OCc1ccccc1	10	0	-1.0	-2	-2	-4	-2	1	7	1.1
19	C#CC(=O)N(c1cc(OC)ccc1OC)C(C(=O)NC1CCCC1)c1cccs1 (stereo unspecified)	2	-28	-2.5	-6	0	3	0	-9	-13	-0.1
20	Cc1cc(OCC(=O)NCCN2CCOCC2)cc(C)c1Cl	2	1	-2.9	0	0	11	-1	-2	0	0.5
21	Clc1ccccc1-c1nnc2sc(-c3ccccn3)nn12	3	-8	-2.4	-1	-1	-6	0	2	-4	1.0
22	Cc1cc(C)c(S(C)(=O)=O)c(N(C)NC(=O)c2c(F)cccc2F)n1	14	2	0.1	3	3	1	0	-10	0	0.7
23	Cc1ccc(C)c(OCc2nc(-c3cccnc3)no2)c1	-28	0	-3.3	0	-2	-5	-7	1	5	0.5
24	CC1(C)CC(CC(=O)O)(c2ccccc2)CCO1 (stereo unspecified)	24	1	-0.2	0	-2	-5	2	0	-4	1.0
25	Cc1ccc(S(=O)(=O)/N=C(/NC(=S)Nc2ccccc2)c2ccccc2)cc1	-8	-9	-3.6	-1	2	-1	-4	13	-4	0.9
26	NC(=O)COn1c(SCC(N)=O)nc2ccccc2c1=O	33	0	0.1	-6	·	-1	0	7	-11	-0.4
27	COc1ccc(NC(=O)CN(C)C(=O)c2cc(S(=O)(=O)N(C)C)ccc2N2CCCC2)cc1	-1	3	-2.7	6	-2	1	0	4	-8	0.7
28	CC[C@@H](C)[C@@H]1CN([C@@H](CN2CCC[C@H]2CN2C(N)=NC[C@H]2C(C)C)C(C)C)C(=N)N1CCc1ccc(Cl)c(Cl)c1	1	-3	-2.8	-7	0	-14	3	-1	-14	-1.8
29	N#CCCSc1ccccc1NC(=O)c1cc(=O)c2ccccc2o1	·	-3	-2.0	-1	-6	-4	1	10	-9	2.4
30	CCOc1ccc(-c2n[nH]c(=S)o2)cc1	12	-1	-2.9	1	-5	-3	0	-11	-12	-1.1
31	CC(=O)NC12CC3CC(C1)CC(C(=O)N1CCN(S(=O)(=O)c4ccc(Cl)s4)CC1)(C3)C2	-4	-8	-3.0	1	1	2	0	0	-18	0.7
32	O=C(c1cc2ccccc2o1)N1CCN(Cc2ccc3c(c2)OCO3)CC1	-7	5	-3.2	0	15	-5	-10	11	4	0.3
33	O=C(C1CCN(S(=O)(=O)c2cccs2)CC1)N1CCN(Cc2ccccc2)CC1	-29	3	-0.3	-4	-4	6	0	-9	10	-0.5
34	COc1ccc(N(C)S(=O)(=O)c2ccc(Cl)c(C(=O)NNC(=O)c3ccccc3O)c2)cc1	-79	2	-1.6	-1	-2	-2	4	-1	4	0.5
35	COc1ccc(-c2cc(C(F)(F)F)nc(SCCC(=O)N3CCN(C)CC3)n2)cc1	·	-3	-2.3	1	1	-8	-2	24	-4	-1.2
36	CCn1nnnc1SCC(=O)N1CCc2ccccc21	17	-2	-1.7	-3	-1	2	2	-4	3	-1.6
37	Nc1nc(SCC(=O)NCCO)nc2sc3c(c12)CCCC3	-23	0	·	2	0	4	0	-10	4	-1.0
38	Cc1ccc(S(=O)(=O)N2CCN(C(=O)c3cc(C4CC4)nc4c3cnn4C(C)C)CC2)cc1	29	0	-0.5	-2	1	-9	-2	-1	0	-0.2
39	CC1CCN(C(=O)C(=O)Nc2sc3c(c2C(N)=O)CC(C)(C)OC3)CC1	12	1	-1.2	3	1	-2	-1	5	0	-0.2
40	O=C(/C=C/c1cccc(F)c1)NCCCn1ccnc1	0	-4	-0.6	-2	0	2	-1	10	-7	1.3
41	CCCc1cc(N2CCN(C(=O)c3ccco3)CC2)n2c(nc3ccccc32)c1C#N	·	-3	-3.8	0	2	-5	3	-69	-6	1.2
42	Cn1c(Cn2c(=O)sc3ccccc32)nnc1SCC(N)=O	20	0	0.0	-3	-4	0	0	0	0	0.6
43	COc1cc(/C=C/C(=O)OCC(=O)Nc2sc3c(c2C#N)CCC(C)C3)ccc1OCC#N (stereo unspecified)	-51	3	·	1	-2	9	-6	7	-1	-0.3
44	COc1cccc(C2=CC(=O)C[C@H](c3ccc(F)cc3)C2)c1	-17	-2	-1.2	2	-5	-5	-23	-1	-13	2.9
45	Cc1ccc(NC(=O)c2cccc3cccnc23)cc1	-10	-5	-1.6	-1	-3	-17	-4	2	-8	-2.1
46	O=C(c1ccc(Cl)cc1)C1CCCN(C(=O)c2csnn2)C1 (stereo unspecified)	13	-2	0.2	10	-2	-1	-2	-1	2	0.3
47	CCC(C)C(NC(=O)C(C)NC(=O)CNC(=O)OC(C)(C)C)C(N)=O (stereo unspecified)	5	-3	-0.5	4	-4	4	-6	-3	-3	-1.5
48	COCCNc1nc2c(c(=O)n(C)c(=O)n2C)n1Cc1cccc(C(F)(F)F)c1	7	2	-0.2	-2	-1	-6	3	2	-2	-1.3
49	COc1cccc(-n2cc(CN(C)Cc3nc(Cc4cccc(F)c4)no3)cn2)c1	16	-6	-0.5	12	28	6	-4	-4	2	-2.1
50	Cc1ccccc1C(=O)NNC(=O)c1ccc(Br)cc1	-7	-7	-0.8	-3	3	9	-1	-8	0	0.8

# Complete entries, quoted from the list. Screens in order: SR-BI uptake up	Keap1-Nrf2 PPI	CAL PDZ FP-1	cardiac RTF act	CAL PDZ FP-2	RTF Ca sens inh	DAGLB inhibitor	Rtt109 HAT inh	PKA-R2B activ	C-LANA FP
# COc1cccc(-n2cc(CN(C)Cc3nc(Cc4cccc(F)c4)no3)cn2)c1 is listed with 16	-6	-0.5	12	28	6	-4	-4	2	-2.1
# Cc1ccc(NC(=O)c2cccc3cccnc23)cc1 is listed with -10	-5	-1.6	-1	-3	-17	-4	2	-8	-2.1
# CCCc1cc(N2CCN(C(=O)c3ccco3)CC2)n2c(nc3ccccc32)c1C#N is listed with ·	-3	-3.8	0	2	-5	3	-69	-6	1.2
# CC(=O)NC12CC3CC(C1)CC(C(=O)N1CCN(S(=O)(=O)c4ccc(Cl)s4)CC1)(C3)C2 is listed with -4	-8	-3.0	1	1	2	0	0	-18	0.7
# NC(=O)COn1c(SCC(N)=O)nc2ccccc2c1=O is listed with 33	0	0.1	-6	·	-1	0	7	-11	-0.4

# More results
cpd	compound	SR-BI uptake up	Keap1-Nrf2 PPI	CAL PDZ FP-1	cardiac RTF act	CAL PDZ FP-2	RTF Ca sens inh	DAGLB inhibitor	Rtt109 HAT inh	PKA-R2B activ	C-LANA FP
51	N#C/C(=C\c1ccc(OC(=O)c2ccc(Cl)s2)cc1)c1nc2ccccc2[nH]1	15	-5	-1.0	9	-2	6	-3	1	-5	1.0
52	Cc1cccc(C)c1Nc1nnc(SC/C(O)=C(\C#N)c2nc3ccccc3[nH]2)s1	0	-2	0.1	2	4	-6	4	5	-8	-0.6
53	CCC(=O)Nc1ccc(C(=O)Cn2ncc(Cl)c(Cl)c2=O)cc1	·	-5	-2.4	2	2	-12	1	-13	-10	-0.9
54	COc1ccnc(Oc2ccc(C)cc2C)c1C#N	10	-4	-1.1	0	-4	-2	0	3	9	5.7

# Results in CAL PDZ FP-2, RTF Ca sens inh and PKA-R2B activ, for two of the compounds above:
cpd | structure | CAL PDZ FP-2 | RTF Ca sens inh | PKA-R2B activ
43 | COc1cc(/C=C/C(=O)OCC(=O)Nc2sc3c(c2C#N)CCC(C)C3)ccc1OCC#N (stereo unspecified) | -2 | 9 | -1
44 | COc1cccc(C2=CC(=O)C[C@H](c3ccc(F)cc3)C2)c1 | -5 | -5 | -13
